SKN-1 block = C. elegans SKN-1 inhibition | AID 624304 | actives 0.49% (n = 360,000) | inhibition, % at 21.8 µM | C. elegans VP596 Pgst-4::GFP/RFP ratio, acrylamide-induced, 24 h;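 active = interference check ratio from 0.5 to 1.5 plus GFP to RFP signal ratio inhibition reaching or exceeding a fixed threshold, cut at about 30% in these data, passing the limit was not always enough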; also: some compounds called inactive have numbers as strong as hits
NRP1-CendR mod = modulators of CendR peptide binding to human neuropilin-1; O14786; FAM-RPARPAR peptide binding to NRP-1, fluorescence polarization; inhibition, % at 25 µM; actives 0.85% (n = 360,000);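 active = inhibition or corrected inhibition above about 18%, plus a signal ratio from 0.5 to 1.5, limit read from the data, passing the limit was not always enough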; also: strong numbers were not always called active
STEP inh = inhibitors of human striatal-enriched phosphatase STEP. P54829. recombinant STEP, OMFP fluorogenic substrate, fluorescence. inhibition, % at 20 µM. actives 0.25% (n = 360,000);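 active = inhibition at 20 µM, scaled per plate between control wells, above about 37%, limit read from the data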;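 also: 0% = DMSO with enzyme and substrate and 100% = substrate only without enzyme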
Target sequence (P54829 whole entry, looked up): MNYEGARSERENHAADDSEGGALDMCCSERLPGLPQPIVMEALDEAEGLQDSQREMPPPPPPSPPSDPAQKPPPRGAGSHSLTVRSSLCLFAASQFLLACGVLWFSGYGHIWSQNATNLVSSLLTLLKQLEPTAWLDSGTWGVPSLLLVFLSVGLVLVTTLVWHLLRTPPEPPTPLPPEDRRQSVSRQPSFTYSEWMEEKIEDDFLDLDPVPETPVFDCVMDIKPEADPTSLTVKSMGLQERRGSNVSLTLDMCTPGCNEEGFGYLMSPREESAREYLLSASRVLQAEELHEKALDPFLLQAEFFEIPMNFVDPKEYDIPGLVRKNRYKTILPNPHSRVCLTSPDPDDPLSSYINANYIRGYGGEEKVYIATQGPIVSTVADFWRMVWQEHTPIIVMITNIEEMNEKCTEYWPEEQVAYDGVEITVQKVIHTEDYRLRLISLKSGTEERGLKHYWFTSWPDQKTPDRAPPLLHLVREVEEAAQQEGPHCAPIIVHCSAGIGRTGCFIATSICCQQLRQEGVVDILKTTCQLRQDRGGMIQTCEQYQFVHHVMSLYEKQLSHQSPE
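medium = Bis-Tris buffer pH 6.0, 2.5 mM DTT, 0.005% Tween 20 | test system = STEP (striatal-enriched tyrosine phosphatase) enzyme, cell-free | measure = normalized % inhibition | compound dosing = 20 µM, 1% DMSO | also added = 25 µM OMFP | schedule = reaction 20 min, ambient temperature | measured by = fluorescence read at 480 nm ex / 540 nm em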
LMPTP inh = blocks human LMPTP phosphatase; P24666; recombinant LMPTP-A, OMFP fluorogenic substrate, fluorescence intensity; inhibition, % at 20 µM; actives 0.22% (n = 360,000);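 active = compounds that cut the enzyme signal by at least half of the control window in the single-dose screen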;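 also: plate controls were DMSO wells with enzyme plus substrate for no effect and substrate without enzyme for full effect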
Target sequence (P24666 whole entry, looked up): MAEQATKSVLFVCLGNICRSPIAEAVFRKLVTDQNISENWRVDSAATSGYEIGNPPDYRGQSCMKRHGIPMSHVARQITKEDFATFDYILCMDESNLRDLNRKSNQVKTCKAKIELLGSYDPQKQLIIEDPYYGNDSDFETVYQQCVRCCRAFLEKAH
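Test system: LMPTP-A, protein tyrosine phosphatase of low molecular weight; Input: 0.625 nM enzyme; Incubation: 50 min dark incubation at room temperature; Signal: endpoint fluorescence intensity from OMFP dephosphorylation; Read-out basis: % inhibition versus control wells.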
DNMT1 inh = inhibitors of human DNMT1. inhibition (reported as % activation of signal), % at 10 µM. actives 0.83% (n = 360,000). DNMT1 molecular beacon, Hinp1I cleavage, fluorescence; in the data active = inhibition above about 50%
Tb MetRS inh = blocks T. brucei methionyl-tRNA synthetase activity; purified T. brucei MetRS, ATP depletion, Kinase-Glo luminescence; inhibition, % at 11.9 µM; actives 0.4% (n = 360,000);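 active = inhibition above a per-plate cutoff of the control wells' mean inhibition plus 3 SD, cut at about 5.5% in these data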;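 also: 0% = DMSO wells median and 100% = median of wells with control inhibitor compound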
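Material: parasite MetRS enzyme / Replication: singlicate, one well per compound / Signal: luminescence of leftover ATP / Schedule: 2 h aminoacylation at 25 °C after 15 min preincubation / Medium: HEPES-MgCl2-KCl buffer plus DTT, spermine, BSA, pyrophosphatase / Doses: 11.9 µM single point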
NadD block = NadD (S. aureus) enzyme inhibition. purified NadD enzyme, colorimetric absorbance read-out. inhibition, % at 20 µM. actives 0.78% (n = 360,000). AID 602399; in the data active = inhibition above about 26%; also: some compounds past the cut are filed as inactive
SUMO1-SIM PPI = modulators of human SUMO1-mediated protein-protein interactions. AID 602429. actives 0.33% (n = 360,000). P63165. inhibition, % at 20 µM. SUMO1 binding to a labelled peptide, TR-FRET, 1 h; in the data active = inhibition above about 37%
Target sequence (P63165 whole entry, looked up): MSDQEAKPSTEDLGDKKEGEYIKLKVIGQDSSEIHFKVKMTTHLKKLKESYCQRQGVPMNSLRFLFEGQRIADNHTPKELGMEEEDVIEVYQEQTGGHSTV
Scp1 inh = Scp-1 (human) phosphatase inhibition | Q9GZU7 | Recombinant Scp1, phosphopeptide, malachite green phosphate absorbance | inhibition, % at 20 µM | actives 0.88% (n = 340,000) | AID 493091;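 active = inhibition above about 50% at 20 µM, limit read from the data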;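 also: plate controls were DMSO wells with enzyme for no effect and wells lacking enzyme for full effect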
Target sequence (Q9GZU7 76-261 limits assumed): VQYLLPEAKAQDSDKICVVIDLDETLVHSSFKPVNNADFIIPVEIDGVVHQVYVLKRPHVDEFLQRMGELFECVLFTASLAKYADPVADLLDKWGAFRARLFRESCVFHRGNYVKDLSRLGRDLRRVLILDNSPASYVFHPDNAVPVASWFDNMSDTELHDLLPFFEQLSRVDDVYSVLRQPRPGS
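Times: enzyme reaction 45 min at room temperature, colour 5 min, stabilisation 30 min. Material: SCP-1 catalytic fragment, aa 76-261. Medium: Acidic Tris acetate buffer with magnesium and detergent. Signal: colorimetric free-phosphate detection, absorbance 630 nm. Read-out basis: % inhibition of SCP-1 phosphate liberation. Reagent: Phosphorylated 17-residue peptide substrate.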
Neddylation inh = blocks human cullin neddylation; actives 0.58% (n = 360,000); TR-FRET cullin neddylation, biochemical; calls only at 25 µM; P61081+Q13564; in the data active = inhibition above about 36%
Starred values were filed as active, the others as inactive.

Screening O=C(O)C1CCN(C(=O)NC2CCCCC2)CC1 returned SKN-1 block -1, NRP1-CendR mod 4, STEP inh -2, LMPTP inh 1.2, DNMT1 inh 1, Tb MetRS inh 0.6, NadD block 3, SUMO1-SIM PPI 1, Scp1 inh 3 and Neddylation inh inactive.
Screening COc1cccc(/C=C2\SC(=S)N(NS(=O)(=O)c3ccc(C)cc3)C2=O)c1OC returned SKN-1 block 11, NRP1-CendR mod -21, STEP inh 2, LMPTP inh 1.8, DNMT1 inh 1, Tb MetRS inh 0.1, NadD block 10, SUMO1-SIM PPI -19 and Neddylation inh inactive.
`CC1CCCN(C(=O)c2ccc3c(c2NCCO)C(=O)c2ccccc2C3=O)C1` (stereo unspecified) gave SKN-1 block 23, NRP1-CendR mod 19*, STEP inh 3, LMPTP inh 4.9, DNMT1 inh -2, Tb MetRS inh -1.4, NadD block -9, SUMO1-SIM PPI -28, Scp1 inh -4 and Neddylation inh inactive.
For Cc1ccc(NC(=O)CSC2=NN3CCCC(=O)N=C3S2)c(C)c1 the results were SKN-1 block -1, NRP1-CendR mod 5, STEP inh 1, LMPTP inh 2.0, DNMT1 inh 7, Tb MetRS inh 0.5, NadD block 7, SUMO1-SIM PPI -1, Scp1 inh 3 and Neddylation inh inactive.
CCc1nnc(NC(=O)c2cc(-c3ccncc3)nc3ccccc23)s1 was read as SKN-1 block 11, NRP1-CendR mod -6, STEP inh 0, LMPTP inh -1.0, DNMT1 inh 0, Tb MetRS inh -0.1, NadD block 7, SUMO1-SIM PPI -6, Scp1 inh -1 and Neddylation inh inactive.
Screening COC(=O)C(CO)NC(=O)C(C)NC(=O)CNC(=O)OCc1ccccc1 (stereo unspecified) returned SKN-1 block 1, NRP1-CendR mod -11, STEP inh -3, LMPTP inh -0.7, DNMT1 inh 2, Tb MetRS inh -0.2, NadD block 1, SUMO1-SIM PPI 2, Scp1 inh -3 and Neddylation inh inactive.
For CN(CCOC(=O)/C=C/c1ccco1)Cc1ccccc1 the results were SKN-1 block 1, NRP1-CendR mod -27, STEP inh 3, LMPTP inh 0.3, DNMT1 inh 78*, Tb MetRS inh 0.3, NadD block 6, SUMO1-SIM PPI 1, Scp1 inh 66* and Neddylation inh inactive.
Screening CCOc1cc(/C=N/NC(=O)c2ccccn2)ccc1OC(=O)c1ccc(F)cc1 returned SKN-1 block 9, NRP1-CendR mod 17, STEP inh 2, LMPTP inh 1.6, DNMT1 inh -1, Tb MetRS inh -0.2, NadD block 1, SUMO1-SIM PPI -10, Scp1 inh -9 and Neddylation inh inactive.
CCOC(=O)N1CCC(NC(=O)CCN2C(=O)COc3ccccc32)CC1 was read as SKN-1 block 8, NRP1-CendR mod -6, STEP inh -2, LMPTP inh -0.1, DNMT1 inh 14, Tb MetRS inh -0.8, NadD block -3, SUMO1-SIM PPI 1, Scp1 inh -3 and Neddylation inh inactive.
`CNC(=O)c1nc(C)n(-c2cc(Cl)cc(Cl)c2)n1` gave SKN-1 block 11, NRP1-CendR mod 4, STEP inh 1, LMPTP inh -1.2, DNMT1 inh 3, Tb MetRS inh -0.5, NadD block -3, SUMO1-SIM PPI -2, Scp1 inh -3 and Neddylation inh inactive.
For COc1ccc(C(C)=O)cc1COc1ncnc2ccccc12 the results were SKN-1 block -6, NRP1-CendR mod -2, STEP inh 0, LMPTP inh -1.0, DNMT1 inh -1, Tb MetRS inh -0.5, NadD block -9, SUMO1-SIM PPI 0, Scp1 inh -10 and Neddylation inh inactive.
For CCOC(=O)c1oc2ccccc2c1COC(=O)CNC(=O)c1ccco1 the results were SKN-1 block -12, NRP1-CendR mod 6, STEP inh 0, LMPTP inh 0.2, DNMT1 inh -3, Tb MetRS inh -0.5, NadD block -2, SUMO1-SIM PPI 6, Scp1 inh -11 and Neddylation inh inactive.
For Cc1ncoc1C(=O)NC1CCCc2c1cnn2-c1cc(F)cc(F)c1 (stereo unspecified) the results were SKN-1 block -6, NRP1-CendR mod -6, STEP inh -1, LMPTP inh -1.7, DNMT1 inh 1, Tb MetRS inh 0.0, NadD block -2, SUMO1-SIM PPI 1 and Neddylation inh inactive.
Screening O=C(c1ccco1)n1nc(-c2ccc(Cl)cc2)nc1NCc1ccco1 returned SKN-1 block 3, NRP1-CendR mod -9, STEP inh 4, LMPTP inh 1.9, DNMT1 inh 1, Tb MetRS inh 0.2, NadD block 6, SUMO1-SIM PPI 0 and Scp1 inh -11.
For CC(C)(C)OC(=O)N1CCN(C(=O)OCC2c3ccccc3-c3ccccc32)CC1C(=O)O (stereo unspecified) the results were SKN-1 block 10, NRP1-CendR mod 7, STEP inh 2, LMPTP inh -0.6, DNMT1 inh 1, Tb MetRS inh 0.3, NadD block -1, SUMO1-SIM PPI 2, Scp1 inh 9 and Neddylation inh inactive.
For CCOc1cc2c(cc1OC)C(NC(=O)C(F)(F)F)CC2=O (stereo unspecified) the results were SKN-1 block 23, NRP1-CendR mod -20, STEP inh -1, LMPTP inh -2.2, DNMT1 inh -7, Tb MetRS inh -0.8, NadD block -1, SUMO1-SIM PPI -1, Scp1 inh -8 and Neddylation inh inactive.
`OC(COc1ccccc1Br)CN1CCNCC1` (stereo unspecified) gave SKN-1 block -3, NRP1-CendR mod -1, STEP inh -6, LMPTP inh -7.4, DNMT1 inh 0, Tb MetRS inh -1.3, NadD block -5, SUMO1-SIM PPI -1, Scp1 inh -2 and Neddylation inh inactive.
`CCOC(=O)c1sc(NC(=O)CN2CC(C)OC(C)C2)nc1C` (stereo unspecified) gave SKN-1 block 35*, NRP1-CendR mod 14, STEP inh 1, LMPTP inh -1.7, DNMT1 inh 4, Tb MetRS inh 0.0, NadD block 8, SUMO1-SIM PPI 4, Scp1 inh -2 and Neddylation inh inactive.
Screening O=C(O)CCN1C(=O)c2ccc(NC(=O)CSc3ccccc3)cc2C1=O returned SKN-1 block -5, NRP1-CendR mod -4, STEP inh 1, LMPTP inh -1.9, DNMT1 inh 2, Tb MetRS inh -0.7, NadD block 2, SUMO1-SIM PPI -11, Scp1 inh -7 and Neddylation inh inactive.
COc1ccccc1CCNS(=O)(=O)c1cc2c3c(c1)CCN3C(=O)CC2 was read as SKN-1 block 18, NRP1-CendR mod -6, STEP inh 0, LMPTP inh 0.6, DNMT1 inh 3, Tb MetRS inh -0.3, NadD block 5, SUMO1-SIM PPI -3, Scp1 inh -5 and Neddylation inh inactive.
Screening CC(C)(C)n1nnnc1C(c1cccnc1)N1CCOCC1 (stereo unspecified) returned SKN-1 block -3, NRP1-CendR mod 5, STEP inh 12, LMPTP inh -1.2, DNMT1 inh -4, Tb MetRS inh -0.2, NadD block 0, SUMO1-SIM PPI 5, Scp1 inh -12 and Neddylation inh inactive.
`CC(SCc1ccccc1)C(=O)NC1CCCC1` (stereo unspecified) gave SKN-1 block 27, NRP1-CendR mod -6, STEP inh 2, LMPTP inh -1.0, DNMT1 inh 2, Tb MetRS inh -0.4, NadD block -7, SUMO1-SIM PPI 2, Scp1 inh -5 and Neddylation inh inactive.
For CCN(CC(=O)Nc1ccc(Cl)c(C(F)(F)F)c1)CC(=O)NC1CCS(=O)(=O)C1 (stereo unspecified) the results were SKN-1 block 8, NRP1-CendR mod 0, STEP inh -2, LMPTP inh -0.5, DNMT1 inh -2, Tb MetRS inh 2.2, NadD block -7, SUMO1-SIM PPI 2, Scp1 inh -8 and Neddylation inh inactive.
CN(CC1CCCO1)S(=O)(=O)c1ccc(C(=O)Nc2nc3cc4c(cc3s2)OCO4)cc1 (stereo unspecified) was read as SKN-1 block 3, NRP1-CendR mod -3, STEP inh 1, LMPTP inh -1.4, DNMT1 inh 64*, Tb MetRS inh -1.7, NadD block 0, SUMO1-SIM PPI 8, Scp1 inh -14 and Neddylation inh inactive.
O=C(Oc1ccc(Cl)c2cccnc12)N1CCOCC1 was read as SKN-1 block -24, NRP1-CendR mod 13, STEP inh -6, LMPTP inh 1.1, DNMT1 inh -1, Tb MetRS inh -1.2, NadD block -5, SUMO1-SIM PPI -5, Scp1 inh -6 and Neddylation inh inactive.
For N=c1oc2ccc(Br)cc2cc1C(=O)NCc1ccc(F)cc1 the results were SKN-1 block 0, NRP1-CendR mod 3, STEP inh 0, LMPTP inh 1.3, DNMT1 inh 4, Tb MetRS inh 0.3, NadD block 3, SUMO1-SIM PPI -3, Scp1 inh -5 and Neddylation inh inactive.
CCC(C)Nc1nc(CN2CCOCC2)nc2sc3c(c12)CCC3 (stereo unspecified) was read as SKN-1 block 24, NRP1-CendR mod -5, STEP inh 0, LMPTP inh -0.5, DNMT1 inh 1, Tb MetRS inh -0.6, NadD block 16, SUMO1-SIM PPI -2, Scp1 inh -1 and Neddylation inh inactive.
Screening O=C(Nc1ccc(Cn2cccn2)cc1)c1ccc(COc2cccc(Br)c2)cc1 returned SKN-1 block 16, NRP1-CendR mod 7, STEP inh -4, LMPTP inh 6.7, DNMT1 inh -9, Tb MetRS inh 0.6, NadD block 5, SUMO1-SIM PPI -2, Scp1 inh -8 and Neddylation inh inactive.
CNc1nc(Nc2ccccc2)nc(OCC(F)(F)F)n1 was read as SKN-1 block 9, NRP1-CendR mod -4, STEP inh -3, LMPTP inh 0.6, DNMT1 inh 5, Tb MetRS inh -1.1, NadD block -4, SUMO1-SIM PPI -1, Scp1 inh 3 and Neddylation inh inactive.
C=CCOc1ccc(C(c2c(O)nc(SC)[nH]c2=O)c2c(O)nc(SC)[nH]c2=O)cc1 was read as SKN-1 block 7, NRP1-CendR mod -1, STEP inh 0, LMPTP inh 0.3, DNMT1 inh 4, Tb MetRS inh -1.1, NadD block 3, SUMO1-SIM PPI 4, Scp1 inh -10 and Neddylation inh inactive.
O=C(COc1ccc(F)cc1)Nc1nc(-c2ccccn2)cs1 was read as SKN-1 block 6, NRP1-CendR mod -13, STEP inh 1, LMPTP inh 1.5, DNMT1 inh -7, Tb MetRS inh 0.0, NadD block -1, SUMO1-SIM PPI 10, Scp1 inh -6 and Neddylation inh inactive.

Looked up one by one from the entries so far (2):
CNc1nc(Nc2ccccc2)nc(OCC(F)(F)F)n1 was read as SKN-1 block 9, NRP1-CendR mod -4, STEP inh -3, LMPTP inh 0.6, DNMT1 inh 5, Tb MetRS inh -1.1, NadD block -4, SUMO1-SIM PPI -1, Scp1 inh 3 and Neddylation inh inactive.
Screening O=C(O)CCN1C(=O)c2ccc(NC(=O)CSc3ccccc3)cc2C1=O returned SKN-1 block -5, NRP1-CendR mod -4, STEP inh 1, LMPTP inh -1.9, DNMT1 inh 2, Tb MetRS inh -0.7, NadD block 2, SUMO1-SIM PPI -11, Scp1 inh -7 and Neddylation inh inactive.
